PNC inhibitor – blocks assembly of the perinucleolar compartment. activity change (PNC), negative = inhibition, % at 10 µM. PC3M PTB-GFP, PNC prevalence imaging, 16 h; hits give low values. actives 3.1% (n = 140,000);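 active means readout at or below -70, meaning at least 70% loss of cells showing the perinucleolar compartment, a nuclear body marking cancer cells; inconclusive means readout between -30 and a set limit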;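 further: plate controls were DMSO wells for no effect and camptothecin positive control wells for full effect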
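PC3M cells stably expressing PTB-GFP, 750–1000 cells/well, treated 16 h at 37 °C with compound (23 nl of library stock), in duplicate. After paraformaldehyde fixation and Hoechst stain, imaged at 20x; PNC prevalence scored by image analysis.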
15-hLO-2 inh – inhibitors of human 15-lipoxygenase 2 (ALOX15B). AID 881. Potency, µM (top dose mostly 57.1 µM), for the others: at the top dose activity change, negative = inhibition, usual class: inhibitors. purified 15hLO-2, xylenol orange hydroperoxide absorbance. actives 0.56% (n = 110,000). O15296; further: potency means the concentration at half of the fitted maximal effect; nearly all actives have a fitted effect of over 60% in size; many of its hits are not listed in these tables
Target sequence (O15296 whole entry, looked up): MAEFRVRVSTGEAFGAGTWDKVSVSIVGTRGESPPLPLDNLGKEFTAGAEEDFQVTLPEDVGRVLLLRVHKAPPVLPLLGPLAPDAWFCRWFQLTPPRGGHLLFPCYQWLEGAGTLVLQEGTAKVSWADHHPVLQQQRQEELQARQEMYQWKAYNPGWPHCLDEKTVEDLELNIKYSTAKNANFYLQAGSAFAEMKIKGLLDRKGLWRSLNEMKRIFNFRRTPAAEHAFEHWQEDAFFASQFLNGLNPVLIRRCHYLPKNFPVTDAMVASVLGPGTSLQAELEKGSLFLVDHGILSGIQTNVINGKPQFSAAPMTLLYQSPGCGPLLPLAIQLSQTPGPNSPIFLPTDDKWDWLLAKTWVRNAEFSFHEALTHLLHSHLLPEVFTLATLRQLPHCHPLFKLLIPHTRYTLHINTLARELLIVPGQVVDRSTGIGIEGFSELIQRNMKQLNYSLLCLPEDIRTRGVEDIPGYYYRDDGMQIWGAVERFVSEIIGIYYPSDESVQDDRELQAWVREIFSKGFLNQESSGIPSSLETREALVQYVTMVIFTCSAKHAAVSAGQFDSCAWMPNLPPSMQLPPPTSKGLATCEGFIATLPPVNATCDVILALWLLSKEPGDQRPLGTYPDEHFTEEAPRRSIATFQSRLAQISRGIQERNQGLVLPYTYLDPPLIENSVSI
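Screening format was qHTS against 50 nM purified 15hLO-2 in Hepes pH 7.5 with detergent. Activity follows hydroperoxide formation from 45 uM arachidonic acid, measured as 573:405 nm absorbance ratio of the ferric-xylenol orange complex.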
IMPase cell inh – cell-permeable inhibitors of inositol monophosphatase (IMPase); 120,000 tested, under 10 active; AID 901; CHO-M1 cells, IP1 accumulation, HTRF TR-FRET ratio; P97697; inhibition (IP1 accumulation), % at 46.1 µM; active means well fitted curve in the direction sought with a large enough effect in the signal ratio, not every such curve was filed as active; inconclusive means small, poorly fitted or top-dose-only effect, or a change in a side signal; inactive means no such curve, though single readings can be large or run the other way; the % refers to the signal ratio;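 further: cells stimulated with carbachol in lithium chloride buffer; plate controls were DMSO basal wells for no effect and reference inhibitor wells for full effect; higher means more IMPase inhibition seen as more IP1 and lower FRET ratio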
Target sequence (P97697 whole entry, looked up): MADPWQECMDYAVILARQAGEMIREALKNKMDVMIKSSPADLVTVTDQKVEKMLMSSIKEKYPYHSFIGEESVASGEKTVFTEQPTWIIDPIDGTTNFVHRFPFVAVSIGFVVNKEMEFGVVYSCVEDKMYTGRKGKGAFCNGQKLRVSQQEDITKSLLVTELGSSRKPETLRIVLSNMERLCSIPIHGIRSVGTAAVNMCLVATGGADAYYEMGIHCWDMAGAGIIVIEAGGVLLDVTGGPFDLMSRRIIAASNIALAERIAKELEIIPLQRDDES
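CHO-M1 cells (CHO stably expressing M1 receptor), compound up to 46 uM final, stimulated with carbachol (50 uM as added) in buffer with 50mM LiCl, pH 7.4, 30 min at 37C. Cytosolic IP1 read by TR-FRET; AC50 from Hill fits.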
ALOX12 inhib – 12-hLO (ALOX12) enzyme inhibition; Potency, µM (highest dose often 57.1 µM), without a hit: at the top dose activity change, negative = inhibition, most hits filed as inhibitors; purified 12-hLO, xylenol orange hydroperoxide absorbance; P18054; AID 1452; actives 0.12% (n = 150,000); further: potency means the concentration at half of the fitted maximal effect; nearly all actives have a fitted effect of over 55% in size; many of its hits are not listed in these tables
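Xylenol orange chromogenic assay: hydroperoxide from 12hLO oxidises Fe(II), giving red-shifted Fe(III)-XO absorbance. Conditions: 150 nM enzyme, 40 uM arachidonic acid, 25 mM Hepes pH 7.0, 0.01% Triton X-100, 30 min, room temperature.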
An asterisk follows results filed as active; u = inconclusive; x = no result given; [ ] = another dose, or the depositor's remark. Unless noted, the call rests on the fitted dose curve; in most records, active means well fitted curve in the direction sought with a large enough effect; inconclusive means small, poorly fitted or top-dose-only effect, or another doubt; inactive means no such curve, though single readings can be large; an effect the other way counts as inactive or inconclusive. Unless noted, on the % scale 0 is the no-effect control and ±100 the full control effect. A portion of the library (hit frequency here may not be typical).

compound	PNC inhibitor	15-hLO-2 inh	IMPase cell inh	ALOX12 inhib
Cc1ccccc1-n1c(SCC(=O)NC(N)=O)nc2sc(-c3ccccc3)cc2c1=O	8.8	x	x	-18.0%
O=C(COC(=O)c1cccs1)NCCN1C(=O)CSC1=O	28.7	5.0%	-0.5	1.5%
N#Cc1c2n(c3c(=O)n(Cc4ccc(Cl)cc4)cnc13)CCCCC2	16.2	-5.6%	1.1	-9.8%
CCCN1CCCc2cc(CN(CCCN3CCOCC3)C(=O)Nc3ccc(OCC)cc3)ccc21	-0.1	24.2%	2.2	-1.0%
COc1cc(C)c(NC(=S)Nc2ccc(C)c(Cl)c2)cc1OC	-18.3	x	x	-3.2%
CCc1ccccc1NC1=NCC(=O)N1Cc1ccccc1	21.8	-0.4%	3.1	-1.4%
Cc1[nH]c(=O)cc2ccccc12	u	-1.0%	8.2	-2.4%
CC1=C(C(=O)Nc2ccccc2C)C(c2cccs2)NC(=S)N1 (stereo not given)	u	x	x	-1.1%
O=C(NCCOc1ccc(F)cc1)c1ccccc1SCc1ccccc1	75.6	x	x	-5.7%
CN1CCC(OC(=O)COc2ccc(C(C)(C)C)cc2)CC1	-12.9	29.0%	7.0	-0.8%
O=C(c1sc2cc(F)ccc2c1Cl)N1CCN(c2ccccc2)CC1	u	x	x	2.4%
COc1ccc(C2C3=C(CCCC3=O)Nc3nc(-c4cc(OC)c(OC)c(OC)c4)nn32)cc1OC (stereo not given)	-26.7	-2.6%	5.0	2.8%
COc1ccc(N(Cc2cc3cccc(C)c3[nH]c2=O)S(C)(=O)=O)cc1	u	1.0%	-3.3	-8.6%
CCC(C(=O)OC)n1cnc2c(nnn2-c2cccc(Cl)c2)c1=O (stereo not given)	40.3	-0.5%	2.0	1.2%
O=C(Nc1nc(-c2ccco2)c(-c2ccco2)s1)C1CCC1	u	x	x	-17.5%
CN(C)c1cccc(C(=O)OCC(=O)NCc2ccco2)c1	6.2	x	-3.2[1.84 µM]	0.1%
CCCC(=O)Nc1nc2nc(C)cc(=O)n2[nH]1	u	-0.8%	-4.8	12.5%
Cc1ccc(OCC(=O)Nc2cccc3nsnc23)c(C)c1	30.3	-8.0%	-10.2	-1.5%
CC(C)c1ccc(/C=N/NC(=O)c2c(Cl)cnn2C)cc1	-4.0	x	x	-1.0%
Cc1cc2c(ncn2Cc2ccccc2)c([N+](=O)[O-])c1C	-27.4	x	5.8	-2.8%
Cc1cccc(C(=O)O)c1NC(=O)c1ccc(F)cc1	30.3	x	7.2	4.3%
CC1CN(Cc2ccccc2)c2nc3c(c(=O)n(C)c(=O)n3C)n2C1 (stereo not given)	-4.7	11.6%	2.5	-5.0%
Cc1cnc(NC(=O)C2CCCO2)s1 (stereo not given)	9.5	0.0%	-5.0	-0.6%
CN(C)CN1CSC(=S)N(CN(C)C)C1	x	2.9%[11.4 µM]	x	-4.6%[11.4 µM]
COc1cc(OC)cc(-c2nc3cc(C)ccc3o2)c1	-116.6*	21.2%	14.2	-12.1%
COC(=O)C1CCN(C(=O)c2sc3nc(-c4ccccc4)cn3c2C)CC1	19.8	4.1%	-6.6	1.9%
O=C(Nc1ccc(F)cc1)N1CCN(C/C=C/c2ccccc2)CC1	24.1	30.6%[activator]	7.6	-2.3%
Cc1nc2ccccc2c2nc3ccccc3n12	-0.3	-1.3%	-2.0	4.0%
Cc1ccc(OCCCCN2CCCCC2)c(Br)c1	12.8	x	x	1.7%
Cc1cc(C(=O)OCC(=O)N2CCCC2)c2ccccc2n1	-8.4	2.1%	-2.9	4.6%

Taken from above:
ALOX12 inhib result of O=C(Nc1nc(-c2ccco2)c(-c2ccco2)s1)C1CCC1 → -17.5%
PNC inhibitor result of O=C(NCCOc1ccc(F)cc1)c1ccccc1SCc1ccccc1 → 75.6

Compound profiles, from the list above:
Cc1ccc(OCCCCN2CCCCC2)c(Br)c1 in the list: PNC inhibitor: 12.8; 15-hLO-2 inh: x; IMPase cell inh: x; ALOX12 inhib: 1.7%
COC(=O)C1CCN(C(=O)c2sc3nc(-c4ccccc4)cn3c2C)CC1 in the list: PNC inhibitor: 19.8; 15-hLO-2 inh: 4.1%; IMPase cell inh: -6.6; ALOX12 inhib: 1.9%

Reformatted with two lines to a compound: 6 of the compounds above.
Value order: PNC inhibitor	15-hLO-2 inh	IMPase cell inh	ALOX12 inhib
Cc1cc2c(ncn2Cc2ccccc2)c([N+](=O)[O-])c1C
 : -27.4	x	5.8	-2.8%
Cc1cccc(C(=O)O)c1NC(=O)c1ccc(F)cc1
 : 30.3	x	7.2	4.3%
CC1CN(Cc2ccccc2)c2nc3c(c(=O)n(C)c(=O)n3C)n2C1 (stereo not given)
 : -4.7	11.6%	2.5	-5.0%
Cc1cnc(NC(=O)C2CCCO2)s1 (stereo not given)
 : 9.5	0.0%	-5.0	-0.6%
CN(C)CN1CSC(=S)N(CN(C)C)C1
 : x	2.9%[11.4 µM]	x	-4.6%[11.4 µM]
COc1cc(OC)cc(-c2nc3cc(C)ccc3o2)c1
 : -116.6*	21.2%	14.2	-12.1%

Next records
compound	PNC inhibitor	15-hLO-2 inh	IMPase cell inh	ALOX12 inhib
Cc1cc(Cl)c(OCCCCNC(C)(C)C)c(Br)c1	-8.1	x	x	-3.1%
NCCCCCc1nnc(SCc2cccc(Cl)c2)o1	-15.6	33.9%[activator]	5.5	3.5%
COCCn1cc(C(=O)NCCCN2CCC(C)CC2)c2c3ccccc3n(C)c2c1=O	-12.8	11.6%	-3.9	2.6%
O=C(CCSCCC(=O)Nc1ccccc1F)Nc1ccccc1F	16.8	x	x	1.6%
COc1ccc(OC)c(C2C3=C(CC(C)(C)CC3=O)Nc3nnnn32)c1 (stereo not given)	u	x	-2.4	0.4%
CC(C(=O)Nc1cccnc1)N1C(=O)c2ccccc2C1=O (stereo not given)	u	-11.4%	1.4	-1.5%
COc1ccc(-c2cnnn2-c2ccc(N)cc2)cc1OC	204.1	x	5.7	-3.9%
COc1ccc(S(=O)(=O)NCC(c2cccnc2)N2CCN(C)CC2)cc1C (stereo not given)	23.8	x	-3.3	1.5%
COC(=O)c1ccc(C(=O)NC(=S)Nc2ccc3nc(SC)sc3c2)cc1	3.2	x	x	-1.7%
N#CCCN(Cc1ccccc1)C(=S)Nc1ccccc1	u	x	x	-0.9%
COc1ccc(NC(C)=O)c2nc(C)c(C)nc12	-26.2	0.3%	-1.9	-5.1%
O=C(NCc1ccco1)Nc1ccccc1Cl	17.1	0.4%	-4.4	2.2%
CCCn1c(SCC(=O)N2c3ccccc3Sc3ccccc32)nc2ccccc21	-19.1	x	x	-0.1%
COc1ccccc1N1C(=O)C2C(c3ccccc3F)NN(C(=O)c3ccc(C)cc3)C2C1=O (stereo not given)	37.0	x	x	-9.5%
CCCC(=O)NC(=S)Nc1cccc(NC(=O)c2ccccc2Cl)c1	-23.0	x	x	-7.0%
COc1cc(OC)cc(C(=O)NCC(=O)OCC(=O)NC(C)(C)C)c1	-6.8	x	x	0.6%
CC(=O)Oc1ccc2c(c1)cc(C)n2C	14.5	x	-7.2	-1.8%
CC(=O)OC[C@H]1O[C@@H](n2ccc(=O)[nH]c2=S)C(OC(C)=O)C1OC(C)=O (stereo not given in full)	-20.7	-1.5%	-0.5	-2.5%
CCOc1ccccc1NC(=O)CN(c1cc(C)cc(C)c1)S(=O)(=O)c1c(C)noc1C	31.4	4.7%	3.8	11.2%
CCn1c(SCc2ccc(Cl)cc2)nc2nc3c(cc2c1=O)CCCC3	0.7	x	x	-3.9%
CN(C(=O)c1ccc2c(c1)C(=O)N(CCC1=CCCCC1)C2=O)C1CCCCC1	15.5	-25.8%	7.5	-13.6%
O=C(OCCNc1ncc(C(F)(F)F)cc1Cl)c1ccc(S(=O)(=O)N2CCOCC2)cc1	-6.4	5.8%	15.0	-7.9%
O=C(c1ccc(Br)o1)N1CCN(Cc2ccc3c(c2)OCO3)CC1	u	-5.4%	-1.9	-6.4%
CC(C)CN(Cc1c(O)ccc2c3c(c(=O)oc12)CCC3)CC(C)C	19.2	x	4.3	3.1%
Cc1cc(C)c2nc(Cl)c(CN(Cc3ccco3)C(=O)Nc3ccccc3C)cc2c1	-90.4*	2.5%	10.5	-0.8%
Cc1ccc(S(=O)(=O)N2CCN(C(=O)C3COc4ccccc4O3)CC2)cc1C (stereo not given)	-17.3	2.6%	-0.6	u
Cn1cnnc1SCc1cccc(Br)c1	-8.4	4.5%	-2.6	3.0%
COc1ccccc1/C=C/C(=O)OCC(=O)NNC(=O)c1ccccc1	u	x	x	-0.5%
CCC(C)C(=O)Nc1nc(C)c(-c2csc(Nc3cc(Cl)ccc3OC)n2)s1 (stereo not given)	0.1	8.6%	2.5	-22.1%
CCOC(=O)c1c(NC(=O)CSc2nc3ccccc3o2)sc(C)c1C	u	-10.9%	-1.6	-2.8%

Compounds from the list above containing a cyano group (2):
compound	PNC inhibitor	15-hLO-2 inh	IMPase cell inh	ALOX12 inhib
N#Cc1c2n(c3c(=O)n(Cc4ccc(Cl)cc4)cnc13)CCCCC2	16.2	-5.6%	1.1	-9.8%
N#CCCN(Cc1ccccc1)C(=S)Nc1ccccc1	u	x	x	-0.9%

The listing continues:
compound	PNC inhibitor	15-hLO-2 inh	IMPase cell inh	ALOX12 inhib
CC(=O)Nc1ccc(S(=O)(=O)Nc2cccc(-c3nc4ccccc4o3)c2)cc1	-9.4	-11.6%	0.2	3.8%
CS(=O)(=O)N1CCN(c2ccccc2NC(=O)CSc2ccc(Cl)cc2)CC1	28.0	-8.0%	-2.7	-2.0%
O=C(Nc1ccc2c(c1)OCCO2)C1CC1c1ccccc1 (stereo not given)	24.9	x	x	1.4%
Cc1cccc(NC(=O)c2nc(-c3ccccc3)n(-c3ccccc3)n2)c1C	15.7	-17.8%	14.5	0.1%
O=C(NC12CC3CC(CC(C3)C1)C2)C1CC(=O)N(c2ccc(Br)cc2)C1 (stereo not given)	11.7	4.4%	2.1	-2.7%
CCN(CC)CCN(Cc1cc2cc3c(cc2[nH]c1=O)OCCO3)C(=O)NC1CCCCC1	u	26.1%	3.3	1.4%
Cn1nnnc1Sc1ncnc2scc(-c3ccc(F)cc3)c12	u	-7.5%	6.9	-4.2%
O=C(CN1C(=O)NC(Cc2ccccc2)C1=O)Nc1ccc(F)cc1 (stereo not given)	-14.0	3.7%	5.4	2.5%
COc1cc2[nH]c(=S)n(CCN3CCOCC3)c(=O)c2cc1OC	-1.8	7.0%	-11.3	1.8%
Cc1ccc(CNC(=O)CN(C)S(=O)(=O)c2cnc[nH]2)cc1	1.9	x	x	0.3%
O=C(Nc1ccc(Oc2ccccc2)cc1)C1CCN(c2ncccn2)CC1	-12.4	-0.6%	2.9	-4.5%
CCOC(=O)CSc1nc(C)cc(Oc2ccc(=O)n(C)n2)n1	31.9	x	x	1.4%
CCCC(C)C(=O)NCc1ccccc1OC (stereo not given)	35.7	2.2%	-1.7	-3.4%
Nc1nc2ccccc2n1/N=C/c1ccc(-c2ccccc2)o1	18.1	56.7%[activator]	6.7	-18.5%
Cc1ccc(S(=O)(=O)N2CCOCC2)cc1NC(=O)CSc1nc2ccccc2c(=O)n1Cc1ccccc1	u	x	x	-1.5%
CC(=O)NCCc1cc2ccc(C)c(C)c2[nH]c1=O	-12.4	-0.4%	1.0	3.4%
CCSC1=N/C(=C\c2ccc3c(c2)OCO3)C(=O)S1	5.5	x	11.6	-4.2%
O=C1N=C(N2CCCC2)S/C1=C\c1cn[nH]c1-c1ccccc1	-17.5	x	x	-2.3%
Cc1oncc1-c1cn2ccccc2n1	u	-5.9%	-5.2	3.6%
